Avidin bead fluor: green autofluorescence of compounds with avidin beads – biophysical, 488/530 nm, flow cytometry, artefact control, profiling panel; AID 1775, 2009; compound fluorescence 488/530 nm; stronger effect = higher value; fluorescence (KMESF) at 10 µM; 220,000 compounds, 0.38% hits; in the data active = fluorescence above about 47; note: inactives centre near 10
Mcl1 Bid PPI: Mcl-1/Bid binding inhibitors, primary screen, biochemical, TR-FRET, 1536-well; Induced myeloid leukemia cell differentiation protein Mcl-1 (Homo sapiens), Q07820; TR-FRET Mcl-1/Bid-Dy647 peptide binding; inhibition, % at 21.7 µM; 220,000 compounds, 0.97% hits;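 active = compounds that cut the binding signal by more than half at the single screening dose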;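 note: His-tagged Mcl-1 with europium anti-His antibody binding Bid BH3 peptide; 0% = Mcl-1 plus peptide wells and 100% = peptide-only wells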
Target sequence (Q07820 whole entry, looked up): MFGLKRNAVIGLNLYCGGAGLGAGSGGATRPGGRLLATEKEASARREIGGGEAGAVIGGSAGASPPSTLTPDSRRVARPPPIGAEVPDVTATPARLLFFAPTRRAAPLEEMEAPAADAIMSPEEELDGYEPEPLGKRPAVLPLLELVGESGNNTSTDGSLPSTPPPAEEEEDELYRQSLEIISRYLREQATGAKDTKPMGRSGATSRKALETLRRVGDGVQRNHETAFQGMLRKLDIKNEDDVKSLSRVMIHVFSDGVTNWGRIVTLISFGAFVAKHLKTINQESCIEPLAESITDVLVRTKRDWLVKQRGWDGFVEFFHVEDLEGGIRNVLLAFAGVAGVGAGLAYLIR
Cdc42 wt GTP: modulators of GTP binding to wildtype Cdc42, primary screen, biochemical, multiplex bead flow cytometry, Bodipy-GTP; 190,000 compounds, 0.2% hits; AID 761, 2007; Cell division control protein 42 homolog (Homo sapiens), P60953; GST-Cdc42 beads; actives lie on both sides; percent activity (GTP binding), % at 10 µM;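 active = percent activity GTP binding at least 20 points away from the 100% baseline, either down as inhibitor or up as activator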;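 note: median bead fluorescence of bound Bodipy-FL-GTP at 100 nM; 0% = excess unlabeled GTP control and 100% = no compound control; below 100% means less GTP binding so inhibitor and above means activator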
Target sequence (P60953 whole entry, looked up): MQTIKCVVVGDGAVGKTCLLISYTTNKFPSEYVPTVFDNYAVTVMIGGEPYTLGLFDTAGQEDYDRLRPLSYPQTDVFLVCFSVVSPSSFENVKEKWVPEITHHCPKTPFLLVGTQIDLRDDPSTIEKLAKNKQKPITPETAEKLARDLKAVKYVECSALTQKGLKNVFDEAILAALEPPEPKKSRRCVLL
HRas wt GTP bind: modulators of GTP binding to HRas wildtype, primary screen, biochemical, bead-based flow cytometry, multiplex; GST-Ras wt beads, Bodipy-FL-GTP binding; actives lie on both sides; 190,000 compounds, 0.14% hits; GTP binding activity, % at 10 µM;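 active = GTP binding activity at least 20% away from the 100% baseline, either lowered as inhibitor or raised as activator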;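 note: 0% = unlabeled GTP competition control and 100% = no-compound control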
Target sequence (P01112 whole entry, looked up): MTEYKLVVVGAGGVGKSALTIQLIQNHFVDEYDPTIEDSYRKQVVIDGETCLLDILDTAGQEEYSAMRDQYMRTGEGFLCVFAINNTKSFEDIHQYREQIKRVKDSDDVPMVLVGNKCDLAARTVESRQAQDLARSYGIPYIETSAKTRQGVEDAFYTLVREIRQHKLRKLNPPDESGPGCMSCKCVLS
GSH fluor: compound fluorescence on glutathione beads, profiling panel, artefact control, biophysical, 488/530 nm, flow cytometry | GSH beads flow cytometry, compound fluorescence 488/530 nm; stronger effect = higher value | fluorescence (KMESF) at 10 µM | 190,000 compounds, 0.25% hits; in the data active = fluorescence above about 89;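 note: glutathione beads carrying GST-tagged Bcl family fusion proteins plus one bare bead set; values are compound well signal with DMSO vehicle wells as background; inactives centre near 16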
Rac1 wt GTP bind: wildtype Rac1 GTP binding modulators, primary screen, biochemical, GST-Rac1 beads, flow cytometry, multiplex; Ras-related C3 botulinum toxin substrate 1 (Homo sapiens), P63000; fluorescent GTP binding; actives lie on both sides; 0 = cold GTP competed, 100 = untreated; GTP binding activity (% of control), % at 10 µM; 190,000 compounds, 0.27% hits; AID 757, 2007;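 active = GTP binding activity at least 20 points away from the 100% control level, either lower or higher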
Pf gametocyte: late stage P. falciparum gametocyte viability inhibitors, primary screen, ATP luminescence, HTS. P. falciparum stage V gametocytes, 24 h. AID 743093, 2013. inhibition, % at 10.9 µM. 150,000 compounds, 0.065% hits;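 active = inhibition above the mean plus 3 SD of compounds within the control limits, set per campaign, cut at about 38% in these data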;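 note: 0% = DMSO wells and 100% = medium only without gametocytes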
Mcl1 Noxa PPI: Mcl-1/Noxa binding inhibitors, primary screen, biochemical, TR-FRET, 1536-well; TR-FRET Mcl-1/Noxa peptide binding, 2 h; AID 1022, 2008; 220,000 compounds, 1.5% hits; inhibition, % at 21.7 µM; Induced myeloid leukemia cell differentiation protein Mcl-1 (Homo sapiens), Q07820;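 active = compounds that cut the protein-peptide binding signal by more than 50% relative to plate controls in a single-dose test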;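 note: His-tagged Mcl-1 with rhodamine Noxa BH3 peptide and terbium anti-His antibody; 0% = Mcl-1 plus Noxa peptide wells and 100% = peptide-only wells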
Rac1 mut GTP: GTP binding modulators of activated mutant Rac1, primary screen, biochemical, bead-based flow cytometry, multiplex, fluorescent GTP. GST-Rac1 activated beads; actives lie on both sides; 100% means binding = to untreated wells. Ras-related C3 botulinum toxin substrate 1 (Homo sapiens), P63000. 190,000 compounds, 0.11% hits. percent activity (GTP binding), % at 10 µM;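 active = GTP binding at least 20 percentage points away from the 100% baseline, in either direction, so actives lie on both sides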
Rab7 wt GTP bind: modulators of GTP binding to Rab7, primary screen, biochemical, wildtype, multiplex bead flow cytometry. Rab7 GTPase wild type (dog), Bodipy-FL-GTP binding. GST-Rab7 beads, fluorescent GTP binding; actives lie on both sides; untreated = 100%, excess cold GTP = 0%. GTP binding activity (percent of control), % at 10 µM. 190,000 compounds, 0.055% hits. AID 758, 2007;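 active = fluorescent GTP binding to Rab7 beads changed by at least 20 points from the 100% baseline, either direction, mostly lower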;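 note: median green fluorescence of bound Bodipy-FL-GTP per Rab7 bead population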
Rab2 wt GTP: modulators of GTP binding to Rab2A wildtype, primary screen, biochemical, dog, bead-based flow cytometry, multiplex. GTP binding activity, % at 10 µM. AID 760, 2007. 190,000 compounds, 0.19% hits. GST-Rab2 wt beads, Bodipy-GTP binding;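 active = GTP binding activity at least 20 points away from 100%, either lowered or raised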;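 note: 0% = beads with excess unlabeled GTP and 100% = no-compound control corrected for plate trend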
Numbers without * were called inactive; / = not tested or not shown.

SMILES	Avidin bead fluor	Mcl1 Bid PPI	Cdc42 wt GTP	HRas wt GTP bind	GSH fluor	Rac1 wt GTP bind	Pf gametocyte	Mcl1 Noxa PPI	Rac1 mut GTP	Rab7 wt GTP bind	Rab2 wt GTP
CCN(CC)c1ncnc2c1cnn2Cc1ccc(Cl)cc1	13	8	96	100	15	99	-8	-1	97	103	99
Cc1ccc(C)c(NC(=S)/C(=C(\[O-])c2ccc(OC(F)F)cc2)[n+]2ccccc2)c1	12	-16	93	99	13	102	/	13	97	103	95
Cc1ccc(C)c(OCc2nc(-c3cccnc3)no2)c1	25	10	97	99	27	102	/	-12	96	100	99
COc1ccc(-c2nc(NC(=O)Cn3c(=O)oc4ccccc43)sc2C)cc1	16	-37	99	99	16	100	-11	11	101	101	100
O=C(CNS(=O)(=O)c1ccccc1)NNC(=O)C(Cl)Cl	9	-10	99	99	29	98	18	-5	98	102	98
O=C(CNC(=O)c1ccccc1Cl)OC1CCOC1=O (stereo not given)	9	-2	97	99	17	103	4	2	95	109	100
O=c1cc(N2CCOCC2)[nH]c(=O)n1-c1ccc(Cl)cc1	5	-42	102	104	16	105	/	21	100	100	104
CCCCn1c(CN2CCN(c3cccc(Cl)c3)CC2)nc2c1c(=O)n(C)c(=O)n2C	8	-42	96	98	16	98	-3	2	97	99	96
COc1ccc(NC(=O)N2CCOCC2)cc1OC	6	-42	95	100	261*	102	/	-2	97	102	99
CCn1c2ccccc2c2cnc(N=CN(C)C)c(C#N)c21	22	3	100	102	9	97	-71	29	96	100	99
Cc1c(CNC(=O)c2nn3c(c2Cl)NC(c2ccccc2)CC3C(F)(F)F)cnn1C (stereo not given)	4	-27	105	104	15	106	/	-15	102	105	106
Cc1ccc(C)c(Cn2c(C(=O)OC(C)C)cc3c2ccn3C)c1	13	-73	107	106	10	104	/	8	101	102	102
O=C1S/C(=C\c2ccc(N3CCOCC3)o2)C(=O)N1Cc1ccc(F)cc1	31	4	102	101	15	108	/	10	103	102	102
O=C(O)COc1c(-c2ccc(Cl)cc2)oc2ccccc2c1=O	6	-39	92	93	13	96	10	31	92	103	96
COc1cccc(OC)c1C(=O)Nc1cc(Cl)ccc1N1CCOCC1	7	-8	93	92	49	94	/	18	93	94	93
COc1cccc(/C=N/NC(=O)c2[nH]c(C)c(C(=O)N/N=C/c3cccc(OC)c3O)c2C)c1O	32	-35	87	84	8	89	-5	25	90	90	83
Cc1cc(C)n2nc(CC(=O)NC3CCCCCCC3)nc2n1	24	-5	107	100	9	104	/	-18	101	100	102
CC(Oc1ccc(Cl)cc1Cl)C(=O)N(C)c1ccccc1 (stereo not given)	11	94*	98	99	17	99	-29	16	96	104	98
Fc1ccc(-n2cc(CNCCc3ccncc3)c(-c3ccccc3Cl)n2)cc1	7	-6	99	96	17	99	/	16	98	95	96
C#CCn1c(=NC(=O)c2ccc(Br)s2)sc2cc(NC(C)=O)ccc21	16	58*	103	110	23	113	5	-31	108	117	114
NC(=O)c1ccccc1NC(=O)CCCN1C(=O)CCC1=O	20	-3	100	98	49	100	/	5	99	101	101
CCOc1ccc(NC(=O)CSc2nnc(-c3ccccc3)n2N)cc1	6	3	104	104	16	109	-37	7	99	103	101
COc1ccc(/C=N/N=C/c2ccc(OC)c(O)c2)cc1O	4	-50	102	102	21	103	/	8	102	98	104
COc1ccccc1C(=O)N1CCCN(C(=O)c2ccccc2OC)CC1	14	-5	106	103	40	107	/	4	100	102	104
CCOC(=O)Cc1nc2ccccc2o1	6	10	95	97	11	98	/	-6	95	99	97

(further entries)
SMILES	Avidin bead fluor	Mcl1 Bid PPI	Cdc42 wt GTP	HRas wt GTP bind	GSH fluor	Rac1 wt GTP bind	Pf gametocyte	Mcl1 Noxa PPI	Rac1 mut GTP	Rab7 wt GTP bind	Rab2 wt GTP
Cc1cc(Nc2ccccc2)n(-c2ccccc2)n1	13	-15	97	98	36	94	-6	13	91	98	95
CCCOC(=O)c1ccc(NC(=O)c2cc(Cl)ccc2OC)cc1	24	-61	102	98	15	105	3	6	99	98	97
O=C(CS(=O)(=O)Cc1ccccc1)Nc1nc2c(s1)CCCC2	31	-36	99	97	13	94	/	20	90	91	93
NC(=O)c1nsnc1-c1ccccc1O	9	-19	100	101	23	104	/	-3	98	103	102
CC(=O)n1cc([C@@H]2C=C(C(=O)N3CCN(Cc4ccc5c(c4)OCO5)CC3)O[C@H](OCc3ccc(CO)cc3)C2)c2ccccc21	5	-5	97	96	21	97	-3	4	94	100	97
Cc1ccc(-c2nc3ccccc3n2C)o1	8	25	97	99	16	103	/	38	97	99	96
Cc1nn(Cc2cccc(C(=O)NC3CCCCC3)c2)c(C)c1Cl	6	-3	103	102	25	104	/	-7	98	102	100
CC1CCN(S(=O)(=O)c2ccc3c(c2)c(=O)c(C(=O)NCc2cccs2)cn3C)CC1	3	6	94	97	23	99	/	-1	96	96	95
Cc1cccc(NC(=O)c2ccccc2-c2ccccc2)c1	9	-19	91	101	17	101	-8	18	94	110	100
COc1cccc(CNC(=O)CSCc2cnn(-c3ccccc3)c2-n2cccc2)c1OC	6	72*	99	100	46	97	3	0	97	100	97
Cc1cc(C)c(C)c(S(=O)(=O)N[C@@H](C)C(=O)OCc2cc(=O)n3cc(Br)ccc3n2)c1C	8	-44	96	99	15	102	/	29	96	104	100
Cc1nnsc1C(=O)NNC(=O)Nc1ccccc1	12	-45	97	97	13	100	0	10	96	100	96
Cc1ccc(NC(=O)c2ccco2)c(NC(=O)C2CCCO2)c1 (stereo not given)	10	8	100	99	12	101	/	-6	94	98	99
CC1=C(C(=O)OC(C)C)C(c2ccccc2Cl)CC(=O)N1 (stereo not given)	15	-4	102	97	32	105	/	-7	99	101	98
COc1cc(/C=C/C(=O)OCC(=O)Nc2sc3c(c2C#N)CCC(C)C3)ccc1OCC#N (stereo not given)	8	-35	88	91	8	86	-2	10	88	97	95
Cc1noc(C)c1CSc1nnc(-c2cccnc2)n1C1CCCCC1C (stereo not given)	15	-38	97	99	42	96	/	3	96	98	97
Cc1cc(NC(=O)C2CCN(S(=O)(=O)c3cnc[nH]3)CC2)ccc1Br	23	-5	99	99	23	100	/	10	99	96	97
COc1ccc(OC)c(S(=O)(=O)N2Cc3ccccc3CC2C(=O)O)c1 (stereo not given)	12	-10	99	96	25	103	-50	10	100	94	98
CCCCCCP(=O)(O)c1ccccc1	40	10	109	107	18	107	5	22	102	106	108
CCN(CC)S(=O)(=O)c1cccc(NC(=O)COC(=O)CCc2nc3ccccc3s2)c1	34	-9	104	102	17	108	/	-2	102	101	102
COc1ccc(C(=O)c2ccccc2)c(OCC(=O)N(C)C)c1	11	-8	99	97	19	99	-1	-3	97	103	100
COC(=O)c1c(NC(=O)Cc2ccccc2)sc(C)c1C	10	-2	102	101	67	103	/	-9	100	101	101
O=C(c1cccc([N+](=O)[O-])c1)N1CCN(C(=O)c2ccco2)CC1	11	-36	94	96	15	97	-14	2	98	94	97
Cc1cc(Cl)ccc1OCCCC(=O)NCCN1C(=O)S/C(=C\c2cccnc2)C1=O	18	-55	100	102	15	103	-4	25	98	99	99
CC(C)OC(=O)c1cccnc1SCc1cc(=O)n2ccccc2n1	20	-79	104	104	22	100	-26	31	100	106	103

Copied from the list:
Rac1 wt GTP bind with COC(=O)c1c(NC(=O)Cc2ccccc2)sc(C)c1C : 103
Rab2 wt GTP with Cc1cc(NC(=O)C2CCN(S(=O)(=O)c3cnc[nH]3)CC2)ccc1Br : 97

(more compounds)
SMILES	Avidin bead fluor	Mcl1 Bid PPI	Cdc42 wt GTP	HRas wt GTP bind	GSH fluor	Rac1 wt GTP bind	Pf gametocyte	Mcl1 Noxa PPI	Rac1 mut GTP	Rab7 wt GTP bind	Rab2 wt GTP
Cc1cc(C)c(C(=O)COc2cccnc2[N+](=O)[O-])cc1C	9	-26	97	95	29	96	/	31	94	93	93
c1ccc(CN2CCOCCOCCOCCOCCOCCOCC2)cc1	9	-7	101	102	11	106	18	-9	101	99	99
O=C(CCN1C(=O)C2CCCCC2C1=O)NNC(=O)c1cccc(Cl)c1 (stereo not given)	7	-15	105	101	6	107	/	7	98	100	101
NC(=O)c1cc(-c2ccccc2)nc(Oc2ccccc2)n1	5	-18	101	101	33	102	/	14	98	103	102
Cc1ccc(-n2ncc3c(NCc4ccccc4)ncnc32)cc1	10	4	103	100	27	102	/	-21	98	103	99
Cc1ccc(CNC(=O)CCNC(=O)c2ccc(Br)o2)cc1	13	-20	103	104	37	106	7	-26	99	102	102
O=C(NCc1ccc2c(c1)OCO2)c1nn(-c2ccccc2)c(=O)c2ccccc12	15	-15	101	101	7	102	-1	-11	96	99	98
O=C(CSc1nc(-c2ccc(F)cc2)cs1)N1CCOCC1	17	-23	110	108	20	105	/	-2	102	102	109
O=C(Nc1ccc(N2CCN(C(=O)c3ccccc3)CC2)cc1)c1cc2ccccc2o1	16	-42	96	97	42	93	/	26	96	95	96
O=C(Nc1ccccc1)C1CC(=O)N(C2CCCCC2)C1 (stereo not given)	17	-9	100	98	15	100	-2	1	96	93	96
Cc1cc(C(C)(C)C)oc1C(=O)N(CC(=O)NC1CCCC1)Cc1ccc(Cl)cc1	14	-10	95	96	16	97	/	-14	98	95	96
COc1ccc(C(=O)N/C(=C\c2ccc([N+](=O)[O-])cc2)C(=O)NC(CCSC)C(=O)O)cc1 (stereo not given)	22	-16	95	100	7	101	12	4	99	107	98
OCCN(Cc1ccccc1)Cc1ccccc1Cl	8	-1	101	98	34	102	16	-7	99	94	99
O=C(c1ccc(CNS(=O)(=O)c2cccc(C(F)(F)F)c2)cc1)N1CCOCC1	10	-11	100	102	6	101	/	-13	97	101	100
O=C(CCC1CCCN(C(=O)c2ccc3[nH]ccc3c2)C1)N1CCN(c2ccccn2)CC1 (stereo not given)	11	-12	100	98	9	99	-9	-3	95	101	98
CCNc1nc(N)nc(Oc2ccc(OCC)nn2)n1	24	0	103	104	19	111	/	1	101	105	108
COc1ccc(NC(=O)C2CCN(C(=O)c3ccccc3)CC2)cc1OC	9	-17	99	100	26	100	-5	6	100	95	100
N#Cc1c(Nc2ccc(F)cc2)sc(C(=O)c2ccc(F)cc2)c1N	10	0	107	105	23	102	12	32	100	103	106

Screens as filed in PubChem BioAssay.
